# PLCg1 inh: inhibitors of human phospholipase C gamma1; inhibition, % at 12.2 µM; 0.84% of 370,000 active; P19174; AID 720700; purified PLC-gamma1, fluorogenic substrate, fluorescence; in the data active = inhibition above about 9.5%
# ssDAF-12 act: S. stercoralis DAF-12 activation, primary screen. 1% of 370,000 active. activation, % at 6.8 µM. AID 652126. HEK293 ssDAF-12/GRIP1 lit1-tk-luc reporter, luminescence; % of 3 µM dafachronic acid response;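 active = activation above the mean over all tested compounds plus 3 SD, cut at about 0.9% in these data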;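 also: 0% = DMSO-only wells and 100% = 3 µM delta7-dafachronic acid wells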
# DAX1 inh-1: inhibitors of human orphan nuclear receptor DAX1 (NR0B1) | P51843 | HEK293 Gal4-DAX1 luciferase reporter, luminescence | inhibition, % at 6.75 µM | 0.99% of 340,000 active | AID 504766;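 active = inhibition above the mean over all tested compounds plus 3 SD, cut at about 4.2% in these data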;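 also: 0% = DAX1-transfected cells with DMSO and 100% = empty-vector control cells with DMSO; inhibition shows as a rise in luminescence from relieved DAX1 repression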
# Target sequence (P51843 207-470 limits assumed): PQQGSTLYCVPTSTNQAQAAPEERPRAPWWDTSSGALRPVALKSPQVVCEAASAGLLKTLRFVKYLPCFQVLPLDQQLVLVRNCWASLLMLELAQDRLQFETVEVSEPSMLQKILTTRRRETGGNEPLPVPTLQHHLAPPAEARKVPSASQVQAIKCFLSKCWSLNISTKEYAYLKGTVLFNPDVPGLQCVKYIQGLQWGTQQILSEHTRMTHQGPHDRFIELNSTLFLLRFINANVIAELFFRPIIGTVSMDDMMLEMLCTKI
# hcDAF12 agonist: activates DAF-12 receptor from parasite H. contortus | HEK293 hcDAF-12 lit1-tk-luc reporter, luminescence; 0% DMSO, 100% Δ7-dafachronic acid | activation, % at 6.8 µM | 1.4% of 370,000 active | AID 652067;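 active = activation above the mean of all tested compounds plus 3 SD, cut at about 5.5% in these data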;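 also: 100% = response to 3 µM Δ7-dafachronic acid high control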
# MBD2 DNA inh: blocks human MBD2 binding to methylated DNA; Q9UBB5; TR-FRET, MBD2 binding to methylated oligonucleotide; inhibition, % at 4.4 µM; 0.31% of 370,000 active; AID 686964; in the data active = inhibition above about 13%
# hgDAF-12 ag: hgDAF-12 agonism, primary luciferase screen | HEK293 GAL4-hgDAF12 UAS-luciferase reporter, agonist luminescence; normalized to butyrate control | activation, % at 6.8 µM | 1.8% of 370,000 active | AID 687014;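 active = activation above a cutoff set at the mean of all screened compounds plus 3 SD, cut at about 10% in these data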;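 also: 0% = DMSO wells and 100% = sodium butyrate wells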
# NR1D1 modulator: Rev-erb alpha (human) modulation | Rev-erbα–FITC-DNA binding, fluorescence polarization, 90 min | P20393 | activity, % at 10 µM | 0.79% of 370,000 active;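 active = activity above about 14%, limit read from the data; passing the limit was not always enough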;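 also: 0% = DMSO wells with 35 nM protein and 100% = DMSO wells with 750 nM protein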
# DAX1 inh-2: blocks DAX1 repression of SF-1 activated StAR promoter; HEK293T StAR-luciferase reporter, SF-1/DAX-1 repression relief; 1.1% of 370,000 active; inhibition, % at 6.8 µM; AID 652010;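 active = inhibition above the mean over all tested compounds plus 3 SD, cut at about 3.6% in these data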;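 also: 0% = DAX-1 cells with DMSO and 100% = cells lacking DAX-1 with DMSO; higher inhibition means more luminescence from relief of DAX-1 repression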
# PLCb3 inh: inhibitors of human phospholipase C beta3 | Q01970 | Purified PLC-beta3, fluorogenic substrate, fluorescence | inhibition, % at 12.2 µM | 0.18% of 370,000 active | AID 720704; in the data active = inhibition above about 11%;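 also: 0% = median of compound wells on plate and 100% = full blocker control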
# ADAM17 inh: inhibitors of human ADAM17 | inhibition, % at 6.95 µM | recombinant ADAM17, EDANS/DABCYL FRET peptide cleavage | 0.83% of 370,000 active | P78536;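 active = inhibition above the mean of compounds lying between control limits plus 3 SD, set per campaign, cut at about 8.5% in these data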;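 also: 0% = DMSO-only wells as the low control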
# Target sequence (P78536 215-824 limits assumed): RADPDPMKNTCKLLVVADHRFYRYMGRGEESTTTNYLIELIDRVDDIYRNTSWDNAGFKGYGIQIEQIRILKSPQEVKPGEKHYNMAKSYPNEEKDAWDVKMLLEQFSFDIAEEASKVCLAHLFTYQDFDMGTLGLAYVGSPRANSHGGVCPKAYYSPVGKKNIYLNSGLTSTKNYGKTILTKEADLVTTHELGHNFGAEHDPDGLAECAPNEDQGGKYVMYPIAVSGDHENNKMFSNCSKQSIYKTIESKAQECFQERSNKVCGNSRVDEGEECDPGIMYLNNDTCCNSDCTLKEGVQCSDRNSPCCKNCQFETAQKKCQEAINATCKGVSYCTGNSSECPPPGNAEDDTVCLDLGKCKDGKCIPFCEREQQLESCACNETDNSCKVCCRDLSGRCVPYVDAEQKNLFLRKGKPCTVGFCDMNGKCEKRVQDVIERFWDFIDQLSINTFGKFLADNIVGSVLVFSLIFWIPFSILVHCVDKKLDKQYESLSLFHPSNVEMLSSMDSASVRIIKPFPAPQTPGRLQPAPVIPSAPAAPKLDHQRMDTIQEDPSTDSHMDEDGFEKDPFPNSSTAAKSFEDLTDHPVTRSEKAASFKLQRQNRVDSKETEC
# SMARCA2 activ: SMARCA2 function activation, primary screen; 1% of 370,000 active; activation, % at 9.1 µM; MG213 cells, MMTV-luciferase reporter, dexamethasone, overnight; in the data active = activation above about 7.8%;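 also: 0% = vehicle wells and 100% = reference activator wells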
# Active calls of the source: *; i = inactive; . = no result given.
SMILES,PLCg1 inh,ssDAF-12 act,DAX1 inh-1,hcDAF12 agonist,MBD2 DNA inh,hgDAF-12 ag,NR1D1 modulator,DAX1 inh-2,PLCb3 inh,ADAM17 inh,SMARCA2 activ
CSc1nc(N(C)NC(=O)c2ccc(Cl)cc2)c2ccccc2n1,1,-0.5,1.7,-1.7,2,1.8,1,0.3,1,-3,-1
O=C1NC(=O)c2cc(Oc3ccc([N+](=O)[O-])cc3)ccc21,11*,-0.6,3.8,0.2,-3,-3.1,-1,0.1,11*,1,-4
NC(=O)c1ccc(NC(=O)CNC(=O)c2sc3ccccc3c2Cl)cc1,0,-0.9,-1.0,-1.7,3,-0.5,8,-3.1,-3,-3,1
COc1ccc(CCNC(=O)Cc2ccsc2)cc1,1,-0.6,-0.7,0.0,-3,-1.8,8,1.0,-7,1,-1
CCOC(=O)c1c(C)[nH]c(C)c1S(=O)(=O)NCCCN1CCOCC1,0,-1.4,1.1,-0.1,-2,0.0,-6,-0.4,-8,0,1
FC(F)(F)c1cc(N2CCNCC2)c2ccccc2n1,-1,-2.0,0.5,-1.6,-2,-0.4,5,-0.2,-33,0,3
COc1ccccc1NC(=O)CSc1nc2ncccc2[nH]1,1,-0.9,-0.8,-1.7,-4,-0.9,-4,0.6,-2,-4,-1
O=C(CSc1nnnn1Cc1ccccc1)c1ccc(F)cc1,9,-0.8,4.0,-0.4,1,1.0,1,0.1,5,3,-1
CCCCCNc1nc2sc3c(c2c(=O)n1-c1cccc(Cl)c1)CCN(C)C3,-16,-1.4,0.8,-1.1,0,-1.9,10,-0.6,-28,-56,-3
COCCN1C(=O)COc2ccccc2C1C(=O)Nc1ccc2c(c1)OCCO2 (stereo unspecified),1,-0.9,.,-1.0,-4,-0.2,0,-0.1,0,-5,-1
COc1cccc(N=Nc2c(C)[nH]n(-c3ccccc3)c2=O)c1,2,-0.8,0.2,0.4,3,0.6,-1,-0.1,-1,-3,3
O=C(OC(C(=O)NC1CCCC1)c1ccc(F)cc1)c1ccno1 (stereo unspecified),0,-1.1,-0.9,-0.9,-3,-1.8,-2,-0.2,1,-2,1
S=C(NCc1ccc(Cl)c(Cl)c1)Nc1ccc2c(c1)OCO2,0,-1.0,0.7,-0.7,-6,0.5,2,0.2,2,0,-1
CCc1cccc(OCC(=O)Nc2ccccc2N2CCCC2)c1,-2,-0.6,0.0,0.7,0,-2.5,-1,-1.0,-3,-1,4
Cc1ccc(OCc2cc(C(=O)N3CCN(C4CCCC4)CC3)no2)cc1C,-3,-0.5,2.1,-0.5,-3,3.7,7,0.4,-6,1,1
COc1ccc(CCNC(=O)CCNC(=O)c2ccc(Cl)cc2)cc1OC,3,-1.0,-0.9,-2.8,3,-3.5,0,0.1,-3,1,-3
CCOC(=O)C(Cc1c(F)cccc1Cl)c1ccno1 (stereo unspecified),2,-0.1,3.4,-0.5,-3,-2.3,3,0.8,0,6,-5
C/C(=C\c1ccccc1)C(=O)Nc1ccc(Cl)cn1,-22,0.1,0.8,5.6*,-4,12*,-2,3.1,-36,-35,4
O=C(C1=C(Nc2ccccc2)c2ccccc2S(=O)(=O)N1)c1ccccc1,-15,-1.9,-0.7,-2.5,4,-0.4,4,-0.8,-16,-7,-2
O=C(CN1C(=O)NC(c2ccccc2)(c2ccccc2)C1=O)N1CCOCC1,6,-0.8,1.7,-0.8,-3,1.3,0,0.3,-4,-5,-1
CC(=O)OCC1OC(n2cc(F)c(=O)[nH]c2=O)C(OC(C)=O)C1OC(C)=O (stereo unspecified),-3,-1.6,-2.1,-1.0,-2,-1.8,-5,-0.3,-4,-6,-3
CC(C)(C)NC(=O)c1ccc(Cn2cc(C(F)(F)F)ccc2=O)cc1,0,-0.9,-0.1,-0.7,1,2.3,-3,0.4,2,-1,-4
CC(C)NC(=O)Cc1ccc(Br)cc1,1,-0.8,-0.3,0.7,1,0.6,-3,-1.0,2,-5,-3
N=c1c(C(=O)NCc2ccco2)cc2c(=O)n3ccccc3nc2n1CC1CCCO1 (stereo unspecified),-250,-0.5,0.5,-0.7,-7,1.5,-16,-0.7,-299,-348,2
COCc1ccccc1C1=CC(=O)C[C@H](c2ccc(F)cc2)C1,-1,-1.3,-0.1,-0.7,1,-1.3,1,0.1,-1,1,1
CN(C)c1cccc2c1c(NC(=O)Nc1ccc(F)cc1F)nn2C,-5,-1.4,0.2,-1.6,1,1.2,3,0.1,-11,-12,-3
CCOc1ccccc1NC(=O)Cn1nnc(C(=O)NCc2ccco2)c1N,2,-0.6,1.3,0.2,1,-3.7,-1,1.2,-1,-4,2
Cn1cnnc1SCC(=O)c1cc2ccccc2oc1=O,-58,-0.2,0.7,4.4,-3,2.3,-6,-0.1,-60,-17,-1
Cc1ccccc1N1C(=O)Cc2ccccc2C1=O,-3,-0.3,0.1,-1.6,-7,2.9,2,0.2,-18,0,-3
COc1cc(C(c2nnnn2C2CCCC2)N2CCc3ccccc3C2)ccc1O (stereo unspecified),-5,-1.2,0.3,-2.1,-7,0.2,4,0.7,-3,0,1
COc1cc(/C=C2\Oc3cc(O)ccc3C2=O)ccc1O,i,-0.9,7.4*,1.9,-8,9.4,13,4.3*,i,-29,10*
Cc1cc(N2C(=O)c3ccccc3C2=O)n(C)n1,-1,-0.7,4.1,-1.0,1,-2.8,-2,0.3,-2,-2,-3
CC(=O)N1c2ccc(S(=O)(=O)N3CCC(C(=O)N4CCCC(C)C4)CC3)cc2CC1C (stereo unspecified),3,-1.8,-1.1,-2.6,2,-5.4,0,-5.0,-3,1,-4
O=C(Nc1cccc(-c2nnn(CC(=O)N3CCc4ccccc4C3)n2)c1)C1CCC1,6,-1.8,-1.0,-2.7,-2,-1.7,1,0.5,3,2,-2
Cc1nc(NCCCO)c(C#N)c2c1COC(C)(C)C2,-73,-0.6,2.3,-1.8,5,0.7,2,0.0,-91,-276,-6
S=c1nc(-c2sccc2OCc2ccc(Cl)cc2Cl)[nH][nH]1,-10,-1.1,0.5,0.1,-1,-2.4,-5,-0.5,-13,11*,-1
O=C(CC1SC(N2CCCCC2)=NC1=O)Nc1ccc(C(=O)Nc2ccccc2)cc1 (stereo unspecified),3,-1.0,-0.7,1.9,0,-1.4,1,0.3,2,2,1
O=C1CCCCN1CCC(=O)N1CCCC(N2CCN(c3cccc(Cl)c3)CC2)C1 (stereo unspecified),0,-0.3,1.1,-2.0,1,0.8,5,1.4,-5,2,2
O=C(NCCCNC(=O)c1ccccn1)c1ccc(Cl)cc1,-2,-0.9,3.5,-1.6,-3,-1.1,2,0.5,-5,-4,-3
COc1ccccc1-n1c(SC)nc2c(sc(=S)n2-c2ccccc2)c1=O,1,-0.9,0.9,-0.8,5,-2.0,-5,-0.2,-7,-5,-3
COc1ccc(Cc2nc3ccc(C(=O)NCC4CCOCC4)cc3o2)cc1OC,-6,-0.4,-0.1,-0.4,-4,2.3,2,0.8,-6,0,3
C=CCN(CC=C)C(=O)c1ccc(OC2CCN(S(=O)(=O)N(C)C)CC2)cc1,0,-1.9,1.9,1.4,2,5.8,0,-1.0,-5,-2,-1
COc1ccccc1N(CC(=O)N/N=C(\C)c1ccccc1O)S(=O)(=O)c1ccc(C)cc1,-4,-1.3,-1.8,-0.5,1,-1.9,3,-0.8,-10,5,1
CCOc1ccccc1C(=O)Nc1ccc(C(=O)c2ccccc2)cc1,3,-1.5,0.2,-2.7,-1,0.7,0,0.0,-4,1,-1
CCNC(=O)C1(C)CCCN(Cc2csc(-c3ccccc3)n2)C1 (stereo unspecified),-1,-1.3,.,-1.0,0,-2.0,1,-1.2,0,0,-3
CC(=O)Nc1ccc(N2C(=O)CSC2c2cccc([N+](=O)[O-])c2)cc1 (stereo unspecified),0,-1.9,-0.1,-1.1,-5,0.3,2,0.5,2,-1,1
CCCCN(CC)CCNC(=O)C1CCCN(S(=O)(=O)c2cccc3nsnc23)C1 (stereo unspecified),-1,-0.8,0.2,0.3,-7,-1.7,1,0.0,-2,-3,0
N#Cc1ccc(NC(=O)CN2CCN(c3ccccn3)CC2)cc1,3,-1.4,-0.1,-2.4,-8,4.3,3,-0.5,-3,1,-1

# In another format: two of the compounds above
# Every second line gives: PLCg1 inh, ssDAF-12 act, DAX1 inh-1, hcDAF12 agonist, MBD2 DNA inh, hgDAF-12 ag, NR1D1 modulator, DAX1 inh-2, PLCb3 inh, ADAM17 inh, SMARCA2 activ
CCCCN(CC)CCNC(=O)C1CCCN(S(=O)(=O)c2cccc3nsnc23)C1 (stereo unspecified)
→ -1, -0.8, 0.2, 0.3, -7, -1.7, 1, 0.0, -2, -3, 0
N#Cc1ccc(NC(=O)CN2CCN(c3ccccn3)CC2)cc1
→ 3, -1.4, -0.1, -2.4, -8, 4.3, 3, -0.5, -3, 1, -1

# The results go on:
SMILES,PLCg1 inh,ssDAF-12 act,DAX1 inh-1,hcDAF12 agonist,MBD2 DNA inh,hgDAF-12 ag,NR1D1 modulator,DAX1 inh-2,PLCb3 inh,ADAM17 inh,SMARCA2 activ
CCOCC(=O)Nc1ccc([N+](=O)[O-])cc1Cl,2,-1.1,.,-1.3,5,-0.9,-1,-1.6,1,-2,-2
Cn1c(/C=C/c2ccccc2[N+](=O)[O-])nc2ccccc2c1=O,4,-0.8,4.5*,-0.5,-5,2.9,5,-0.6,-5,-2,1
CCOc1ccc(Br)cc1S(=O)(=O)N1CC(C)OC(C)C1 (stereo unspecified),-1,-1.5,0.3,-2.2,-6,-0.4,1,0.2,2,-2,0
O=C(COC(=O)c1ccc(CSc2ccc(Cl)cc2)cc1)Nc1ccccc1,-2,-1.0,-1.1,-0.3,-4,-0.9,1,0.4,-1,-3,0
Cc1ccccc1S(=O)(=O)N(C)C[C@@H]1OCc2cn(nn2)CCCC(=O)N([C@H](C)CO)C[C@H]1C,-2,-0.8,1.2,0.6,3,0.5,-7,-0.6,1,-1,1
CCn1c(SCC(=O)c2cc(C)n(-c3ccc(C(=O)OC)cc3)c2C)nnc1-c1cccnc1,-1,-0.7,-0.9,-3.0,-2,-1.0,-5,-0.2,-1,-4,2
CC(C)c1cc(C(C)C)c(S(=O)(=O)NCC(=O)N2CCN(c3ncccn3)CC2)c(C(C)C)c1,0,-0.7,.,-2.1,-3,2.6,-2,-0.8,2,2,-1
Cc1ccc(C)c(NC(=S)NNC(=O)c2csc3c2CCCC3)c1,-2,-1.8,-1.4,-2.0,-2,-2.9,2,-0.6,-4,-1,-1
COC(=O)CCCNS(=O)(=O)c1ccc2ccccc2c1,0,-0.9,0.0,-0.9,-5,-0.9,2,0.5,1,-1,2
CN1C=CC(=O)[C@@H](O)[C@H]1c1ccccc1Br,1,-0.8,0.5,0.8,-2,2.0,5,-0.5,1,-2,-1

# Sorted by the number under ADAM17 inh (ascending): 5 of the compounds above.
Structure	ADAM17 inh
C/C(=C\c1ccccc1)C(=O)Nc1ccc(Cl)cn1	-35
CCOc1ccccc1NC(=O)Cn1nnc(C(=O)NCc2ccco2)c1N	-4
COc1cccc(N=Nc2c(C)[nH]n(-c3ccccc3)c2=O)c1	-3
Cc1cc(N2C(=O)c3ccccc3C2=O)n(C)n1	-2
CC(C)(C)NC(=O)c1ccc(Cn2cc(C(F)(F)F)ccc2=O)cc1	-1

# Screening results: PubChem, several laboratories
